Screening results as filed in PubChem.
PolyA inhibitor: yeast polyadenylation inhibition; 300,000 compounds, 0.02% hits; AID 1875; S. cerevisiae SKY197-pL101 polyadenylation reporter, beta-gal luminescence; efflux-impaired pdr1/pdr3 knockout yeast; score 100 = 6 SD above DMSO; calls only at 12 µM;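 active means lowest replicate activity score at least 50, where 100 means six control SD above control mean; inconclusive means lowest score under 50 but half or more replicates reach 50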;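 further: yeast exposed to compound for 9 h at 30 °C; higher score means more reporter readthrough which indicates perturbed polyadenylation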
Dyrk1A ADPGlo: Dyrk1A (rat) kinase inhibition; inhibition, % at 12.5 µM; Q63470; ADP-Glo luminescence, NFATc1 peptide; 310,000 compounds, 0.43% hits; AID 504441; in the data active means inhibition above about 50%;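 further: plate controls were vehicle with enzyme for no effect and no enzyme for full effect; many of its hits are not listed in these tables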
HSP90 refold inh: HSP90 refolding inhibition in rabbit reticulocyte lysate | AID 1789 | 290,000 compounds, 0.91% hits | inhibition, % at 5.6 µM | luciferase refolding luminescence, 3 h;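 active means inhibition above the screen-wide mean plus 3 SD, computed separately per campaign, cut at about 16% in these data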;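 further: 0% = DMSO wells and 100% = 60 µM geldanamycin wells; inhibitors lower the luminescence because luciferase stays unfolded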
Platelet DG rel: platelet dense granule release activity; human platelet-rich plasma, SFLLRN dense granule ATP release, luminescence; inhibition, %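 (compounds screened at 7.5 µM in platelet-rich plasma)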; 300,000 compounds, 0.22% hits; AID 1663;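 active means mean replicate score, as percent of positive control, at or above 50; inconclusive means mean below 50 but at least one replicate at or above 50; inactive means mean and every replicate below 50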
GSK3 alpha inh: inhibitors of human GSK-3 alpha kinase | ADP-Glo luminescence, 60 min | inhibition, % at 10 µM | 320,000 compounds, 0.1% hits | P49840;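 in the data active means inhibition above about 50%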;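 further: GST-tagged GSK-3 alpha with peptide substrate and 25 µM ATP; 0% = DMSO neutral wells and 100% = GW8510 positive control wells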
Target sequence (P49840 whole entry, looked up): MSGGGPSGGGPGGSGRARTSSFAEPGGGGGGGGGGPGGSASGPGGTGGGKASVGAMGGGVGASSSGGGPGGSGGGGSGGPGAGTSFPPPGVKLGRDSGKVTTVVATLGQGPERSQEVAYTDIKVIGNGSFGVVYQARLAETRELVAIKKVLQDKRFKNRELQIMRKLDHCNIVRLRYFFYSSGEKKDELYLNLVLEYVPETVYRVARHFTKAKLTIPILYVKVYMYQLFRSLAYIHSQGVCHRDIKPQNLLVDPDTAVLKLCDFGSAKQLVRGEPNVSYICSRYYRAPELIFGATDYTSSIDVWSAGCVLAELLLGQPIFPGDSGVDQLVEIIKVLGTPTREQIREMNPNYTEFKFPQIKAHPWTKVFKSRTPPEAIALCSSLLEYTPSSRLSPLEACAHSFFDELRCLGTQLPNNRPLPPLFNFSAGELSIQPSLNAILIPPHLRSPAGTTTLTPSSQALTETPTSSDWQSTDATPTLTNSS
HSF1 inh: HSF1 inhibition; activity change, negative = inhibition, % at 7.5 µM (by protocol); NIH3T3-HGL HSE-luciferase, MG132-induced, luminescence 8 h; stronger effect = lower value; 300,000 compounds, 0.77% hits;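 active means more than half of replicate wells show activity change below -50%, luminescence cut by over half; inconclusive means some wells, but at most half, below -50%; inactive means no replicate well below -50%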;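 further: luciferase reports HSF-1 transcriptional activity via heat shock element; 0% = median of DMSO wells and -100% = zero luminescence signal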
HDAC3 inh: blocks human histone deacetylase 3 | O15379 | recombinant HDAC3, fluorogenic peptide/trypsin coupled, fluorescence | inhibition, % at 8.3 µM | AID 2718 | 320,000 compounds, 0.15% hits; in the data active means inhibition above about 26%, passing the limit was not always enough; inconclusive means no clear call, values can overlap the other calls
AI-2 QS mod: modulates the Vibrio harveyi AI-2 quorum sensing system. Vibrio harveyi JMH597 AI-2 luminescence/OD600 ratio, 9 h; stronger effect = lower value; strain lacks LuxN and CqsS sensors; 0 = neutral-control median. activity change, % at 7.5 µM. 300,000 compounds, 0.4% hits. AID 2094; in the data active means activity change below about -75%, passing the limit was not always enough; inconclusive means no clear call, values can overlap the other calls;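 further: luminescence divided by OD600 gain over 9 h not by final OD600 alone; inactives centre near 13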
GSK3beta inhib: human GSK3beta kinase inhibition. GST-GSK3beta kinase, ADP-Glo luminescence, 60 min; stronger effect = lower value. activity score (negative = inhibition), % at 10 µM. 300,000 compounds, 0.038% hits. AID 2097;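 active means more than half of replicate wells score below -50%, meaning over 50% inhibition versus plate controls; inconclusive means some replicates but at most half score below -50%; inactive means no replicate scores below -50%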;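 further: 0% = median DMSO wells and -100% = median GW8510 positive control wells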
Target sequence (P49841 whole entry, looked up): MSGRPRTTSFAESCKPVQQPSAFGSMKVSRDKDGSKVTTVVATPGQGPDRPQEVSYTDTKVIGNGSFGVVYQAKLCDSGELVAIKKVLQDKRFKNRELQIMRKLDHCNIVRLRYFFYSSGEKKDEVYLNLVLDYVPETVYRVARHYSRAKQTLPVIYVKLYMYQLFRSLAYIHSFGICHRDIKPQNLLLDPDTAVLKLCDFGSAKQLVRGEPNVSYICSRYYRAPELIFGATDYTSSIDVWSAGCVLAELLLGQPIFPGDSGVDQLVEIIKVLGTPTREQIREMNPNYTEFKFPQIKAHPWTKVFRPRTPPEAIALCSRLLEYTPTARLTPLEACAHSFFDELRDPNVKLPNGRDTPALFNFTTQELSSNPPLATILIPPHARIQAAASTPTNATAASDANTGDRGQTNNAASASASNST
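test system = GST-tagged human GSK3beta kinase, cell-free | reagent = 25 µM ATP with peptide substrate | dosing = one dose of 10 µM per compound | schedule = 60 min reaction, RT | detection = luminescent ADP-Glo measurement of ADP formed | control set = DMSO neutral wells and GW8510 at 20 µM as positive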
HSF1 activator: increases HSF-1 driven luciferase reporter signal; NIH3T3-HGL HSF-1 luciferase reporter, MG132, 8 h; 100% = twice DMSO control signal; activation, % at 9 µM; 300,000 compounds, 1.7% hits;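 active means mean replicate activation of at least 50% with a set share of replicates each reaching 50%; inconclusive means only one of those two conditions met; inactive means mean below 50% and too few replicates reaching it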;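 further: 0% = median of the neutral control wells and 100% = twice that signal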
Starred values were filed as active, the others as inactive; i = inactive; u = inconclusive; x = not tested or not shown. This is a subset, so the mix of outcomes need not match the whole.

1. COc1ccc(-c2noc(CSc3nc(N)c(-c4ccccc4)c(=O)[nH]3)n2)cc1OC
2. CNC(=O)/C=C/c1cc(C(=O)c2ccc(Cl)cc2Cl)cn1C
3. COCCCNC(=S)N/N=C/c1ccc2c(c1)OCO2
4. CC(C)(C)c1ccc(S(=O)(=O)Nc2ccc(C(=O)N3CCCC3)cc2)cc1
5. Cn1c(=O)n(CC(=O)NC2CCCCC2)c(=O)c2ccccc21

assay / entry	1	2	3	4	5
PolyA inhibitor	i	i	i	i	i
Dyrk1A ADPGlo	-2	1	x	4	2
HSP90 refold inh	0	0	2	-6	-1
Platelet DG rel	-1	-4	17	3	0
GSK3 alpha inh	0	0	-3	-1	2
HSF1 inh	9	-4	23	1	-19
HDAC3 inh	-4	5	7	-9	-1
AI-2 QS mod	3	9	13	34	22
GSK3beta inhib	2	-2	-1	3	2
HSF1 activator	32	7	40	-1	-16

6. COC(=O)Cn1c2c(c3cc(C)ccc31)CCCC2NC(C)c1ccccc1 (centres undefined)
7. CCOC(=O)c1sc(NC(=S)NC(=O)c2ccco2)nc1C
8. COc1cc(OC)cc(-n2nnnc2SCC(=O)Nc2ccc(C(C)=O)cc2)c1
9. O=C(Nc1ccccc1N1CCCCC1)c1ncoc1-c1cccc(F)c1
10. CC(=O)Oc1ccc2c(=O)c(Oc3ccccc3)coc2c1OC(C)=O

assay / entry	6	7	8	9	10
PolyA inhibitor	i	i	i	i	i
Dyrk1A ADPGlo	x	8	2	6	5
HSP90 refold inh	7	-1	-1	1	-1
Platelet DG rel	7	-2	-1	-1	-14
GSK3 alpha inh	0	0	2	-2	-5
HSF1 inh	15	4	-6	4	19
HDAC3 inh	3	-8	-2	-9	13
AI-2 QS mod	-16	14	17	-2	12
GSK3beta inhib	0	2	0	-2	6
HSF1 activator	9	11	-29	-4	13

Complete entries as entered above. Screens in order: PolyA inhibitor, Dyrk1A ADPGlo, HSP90 refold inh, Platelet DG rel, GSK3 alpha inh, HSF1 inh, HDAC3 inh, AI-2 QS mod, GSK3beta inhib, HSF1 activator
CCOC(=O)c1sc(NC(=S)NC(=O)c2ccco2)nc1C reads i, 8, -1, -2, 0, 4, -8, 14, 2, 11
COC(=O)Cn1c2c(c3cc(C)ccc31)CCCC2NC(C)c1ccccc1 (centres undefined) reads i, x, 7, 7, 0, 15, 3, -16, 0, 9

Later entries:
11. CCOc1ccc(NC(=O)C2CCN(S(=O)(=O)c3cccs3)CC2)cc1
12. O=C(Cc1nc2ccccc2s1)c1ccc(O)cc1O
13. COc1cccc(OCCCn2cc(/C=C3/C(=N)N4C=C(C)SC4=NC3=O)c3ccccc32)c1
14. COc1cc(/C=C2/C(=N)N3C=CSC3=NC2=O)ccc1OCCOc1ccc(NC(C)=O)cc1
15. C/C(=N\OCc1nc2ccccc2c(=O)n1/N=C/c1cc([N+](=O)[O-])ccc1O)c1ccccc1

assay / entry	11	12	13	14	15
PolyA inhibitor	i	i	i	i	i
Dyrk1A ADPGlo	2	x	-6	27	1
HSP90 refold inh	3	-8	-1	-3	0
Platelet DG rel	-9	0	7	-5	2
GSK3 alpha inh	0	11	1	-2	1
HSF1 inh	2	3	1	-10	4
HDAC3 inh	1	u	7	-3	x
AI-2 QS mod	8	17	8	15	-20
GSK3beta inhib	0	-1	-2	6	-2
HSF1 activator	9	29	21	-30	8

16. Cc1ccc(-c2nc3sc4c(c3c(=O)n2N)CC(C)(C)OC4)cc1
17. CNC(=O)CC1C(=O)N(c2ccc(F)cc2)C(=S)N1NC(=O)c1ccc(Br)cc1 (centres undefined)
18. O=C(O)CN(Cc1ccccc1)S(=O)(=O)c1ccc(F)cc1
19. O=C(CN(c1ccccc1Cl)S(=O)(=O)c1ccccc1)NCc1ccccc1
20. O=C(Nc1ccc(F)cc1)N1CCN(C/C=C/c2ccccc2)CC1

assay / entry	16	17	18	19	20
PolyA inhibitor	i	i	i	i	i
Dyrk1A ADPGlo	5	-1	-2	8	-5
HSP90 refold inh	0	-5	0	4	-1
Platelet DG rel	5	0	0	-2	0
GSK3 alpha inh	-1	0	-2	x	-2
HSF1 inh	3	-2	6	2	12
HDAC3 inh	0	-3	-2	x	3
AI-2 QS mod	3	1	12	14	12
GSK3beta inhib	-2	-1	-1	1	3
HSF1 activator	-4	-8	-3	8	-6

21. Cc1ccc(-c2ccnc(=S)[nH]2)cc1
22. CCOC(=O)c1c(S(=O)(=O)Nc2cccc(-c3ccno3)c2)c(C)n(C)c1C
23. C=C(C)C(=O)Nc1ccc(NC(C)C)cc1
24. Cc1cc(N2CCOCC2)ncc1[N+](=O)[O-]
25. O=C(CCc1nc2ccccc2c(=O)[nH]1)N1CCCc2ccccc21

assay / entry	21	22	23	24	25
PolyA inhibitor	i	i	i	i	i
Dyrk1A ADPGlo	-1	-3	1	-1	2
HSP90 refold inh	-1	-1	2	0	x
Platelet DG rel	-4	6	9	-9	-7
GSK3 alpha inh	12	-13	4	-2	2
HSF1 inh	-7	4	-2	-6	6
HDAC3 inh	1	-8	1	9	2
AI-2 QS mod	14	22	7	5	x
GSK3beta inhib	3	2	-1	-3	x
HSF1 activator	-17	8	13	-2	22

26. O=C(O)/C(=C\c1cn(-c2ccccc2)nc1-c1cccnc1)NC(=O)c1ccccc1
27. O=C(c1ccc(S(=O)(=O)N2CCOCC2)cc1)N1CCN(c2ccccc2)CC1
28. CC(C)C(c1nnnn1CCc1ccccc1)N1CCSCC1 (centres undefined)
29. CN1CCN(C(=O)c2ccc(F)c(F)c2)CC1
30. Cc1nc(NC(=O)c2cc3c(s2)CCCCC3)sc1C(=O)N(C)C

assay / entry	26	27	28	29	30
PolyA inhibitor	i	i	i	i	i
Dyrk1A ADPGlo	9	-6	x	-4	7
HSP90 refold inh	-1	-1	0	0	1
Platelet DG rel	-2	2	5	1	-14
GSK3 alpha inh	-1	2	-1	0	3
HSF1 inh	-9	1	1	-2	2
HDAC3 inh	-6	2	4	2	3
AI-2 QS mod	18	0	24	8	7
GSK3beta inhib	0	0	3	3	2
HSF1 activator	-26	-5	27	12	28

31. O=C(CSc1nncn1-c1cccnc1)Nc1ccccc1C(F)(F)F
32. CCOc1ccc(NC(=O)Cn2nnc(-c3ccccc3NC(=O)CC)n2)cc1
33. COc1ccc(OCCC(=O)OCC(=O)NCc2ccccc2)cc1
34. COc1ccc2ccccc2c1/C=N\NC(=O)c1ccc(C)s1
35. CC(=O)N1CC(C)Oc2ccc(S(=O)(=O)NC(CC(=O)O)c3ccccc3C)cc21 (centres undefined)

assay / entry	31	32	33	34	35
PolyA inhibitor	i	i	i	x	i
Dyrk1A ADPGlo	1	-5	-4	-5	-4
HSP90 refold inh	-2	1	-6	-1	-1
Platelet DG rel	-2	0	3	x	2
GSK3 alpha inh	-2	0	x	x	-2
HSF1 inh	-3	0	-3	x	-3
HDAC3 inh	2	4	x	6	2
AI-2 QS mod	8	8	23	17	-3
GSK3beta inhib	-2	2	-1	0	-2
HSF1 activator	-9	14	-9	x	15

36. Cc1cc(C)n(C(=O)COc2c(C)cccc2C)n1
37. CCC(=O)Nc1ccc2c(c1)ncn2CCc1ccccc1
38. CCCC1=Nc2cc(C(=O)N3CCCC3)ccc2Sc2ccc(C)cc21
39. Cc1ccsc1C1Nc2ccccc2-c2nc3ccccc3n21 (centres undefined)
40. O=C(OCc1cncs1)c1ccccc1

assay / entry	36	37	38	39	40
PolyA inhibitor	i	i	i	i	i
Dyrk1A ADPGlo	1	0	-6	8	-4
HSP90 refold inh	-2	-1	3	-1	2
Platelet DG rel	-1	3	-5	-3	0
GSK3 alpha inh	0	-2	3	2	-1
HSF1 inh	-1	4	19	11	-5
HDAC3 inh	-1	3	7	-13	4
AI-2 QS mod	x	7	-4	7	19
GSK3beta inhib	x	0	0	1	0
HSF1 activator	-24	10	38	40	-5

41. COc1cccc(N2CCN(Cc3ccsc3)CC2)c1
42. CC(=O)NCc1cc(-c2ccc(Cl)cc2)no1
43. O=C(Nc1ccc(N2CCN(C(=O)c3ccc(Cl)cc3)CC2)cc1)c1ccc([N+](=O)[O-])o1
44. COCCNCCCCOc1ccc(C)cc1[N+](=O)[O-]
45. CC(C)(C)NCCCCOc1ccc(F)cc1

assay / entry	41	42	43	44	45
PolyA inhibitor	i	i	i	i	i
Dyrk1A ADPGlo	-2	8	5	x	-4
HSP90 refold inh	-3	-3	0	2	2
Platelet DG rel	0	-7	-9	-7	10
GSK3 alpha inh	-4	4	x	-3	-1
HSF1 inh	-7	2	6	-13	-17
HDAC3 inh	3	7	x	-2	-6
AI-2 QS mod	10	3	8	-15	10
GSK3beta inhib	2	0	3	-4	5
HSF1 activator	1	0	-6	4	-26

46. Cc1ccc(-c2csc(CC(N)=O)n2)cc1
47. CCCCc1nc2n[nH]c(N)c2c2c1CCCC2
48. CCOC(=O)c1sc2nc(CC(=O)OC)nc(NCc3ccc(F)cc3)c2c1C
49. O=S(=O)(Cc1ccccc1)N(O)c1ccccc1
50. CCOc1ccc(-c2nc(S(=O)(=O)c3ccccc3)c(N3CCOCC3)o2)cc1

assay / entry	46	47	48	49	50
PolyA inhibitor	i	i	i	i	i
Dyrk1A ADPGlo	0	13	3	2	7
HSP90 refold inh	1	3	2	88*	-3
Platelet DG rel	-5	0	15	12	0
GSK3 alpha inh	-9	3	-2	3	0
HSF1 inh	7	-4	45	2	-5
HDAC3 inh	3	6	1	1	1
AI-2 QS mod	2	-8	1	0	1
GSK3beta inhib	-1	0	0	3	-1
HSF1 activator	22	-6	39	-10	-4

51. C=CCn1c(SCC)nc(O)cc1=O
52. Cc1c(-n2c(SCC(=O)NC(C)C(C)C)nc3ccccc3c2=O)c(=O)n(-c2ccccc2)n1C (centres undefined)
53. CCOC(=O)CSc1snnc1C
54. Cc1cccc(C(=O)NCC(=O)NCC2COc3ccccc3O2)c1 (centres undefined)
55. COc1cc(Cl)ccc1NC(=O)COc1ccccc1C(=O)NN

assay / entry	51	52	53	54	55
PolyA inhibitor	i	i	i	i	i
Dyrk1A ADPGlo	-8	4	-3	9	11
HSP90 refold inh	-5	7	0	x	6
Platelet DG rel	1	4	2	-2	9
GSK3 alpha inh	-5	x	-2	-3	-3
HSF1 inh	x	-2	0	-5	11
HDAC3 inh	1	-3	6	-1	1
AI-2 QS mod	9	13	22	15	56
GSK3beta inhib	6	-3	1	0	-5
HSF1 activator	x	-4	-3	-1	29
